UBC13 inh: human UBC13 polyubiquitination inhibition; P61088; UBC13 polyubiquitin chain formation, TR-FRET; inhibition, % at 20 µM; 330,000 tested, 0.47% active; in the data active means inhibition above about 45%, passing the limit was not always enough
Target sequence (P61088 whole entry, looked up): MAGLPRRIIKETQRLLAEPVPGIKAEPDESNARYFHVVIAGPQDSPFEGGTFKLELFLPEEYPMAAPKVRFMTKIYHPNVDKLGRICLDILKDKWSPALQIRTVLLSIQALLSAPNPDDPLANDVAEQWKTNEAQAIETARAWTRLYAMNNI
EBI2 block: EBI2 (human) antagonism | P32249 | EBI2 beta-arrestin recruitment, luminescence, 7a,25-OHC stimulated | inhibition, % at 5 µM | 360,000 tested, 0.81% active | AID 651636; in the data active means inhibition above about 38%;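 further: enzyme fragment complementation signal reports receptor beta-arrestin coupling in cells; 0% = agonist plus DMSO wells and 100% = wells without agonist; some results beyond the cut were filed as inactive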
APJ agonist: agonists of human APJ apelin receptor. P35414. CHO-K1 APJ PathHunter beta-arrestin, luminescence; 0% DMSO wells, 100% apelin. activation, % at 20 µM. 330,000 tested, 0.11% active. AID 2520;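 active means activation more than six SD over the plate average, tested at 20 µM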;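 further: 0% = DMSO alone and 100% = apelin-13 at 10 nM; some results filed as inactive read as strong as hits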
Target sequence (P35414 whole entry, looked up): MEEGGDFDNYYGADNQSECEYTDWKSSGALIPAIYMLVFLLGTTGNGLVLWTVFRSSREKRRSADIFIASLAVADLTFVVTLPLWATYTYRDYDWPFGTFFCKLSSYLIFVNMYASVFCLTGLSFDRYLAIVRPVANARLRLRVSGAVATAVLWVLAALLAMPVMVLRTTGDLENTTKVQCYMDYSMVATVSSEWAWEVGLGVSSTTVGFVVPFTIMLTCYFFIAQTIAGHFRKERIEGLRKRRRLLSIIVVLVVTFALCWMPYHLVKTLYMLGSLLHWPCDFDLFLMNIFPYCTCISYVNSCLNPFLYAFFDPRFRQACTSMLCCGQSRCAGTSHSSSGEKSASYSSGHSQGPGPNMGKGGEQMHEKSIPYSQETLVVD
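Test system – PathHunter CHO-K1 APJ (AGTRL-1) beta-arrestin reporter cells · Input – 1000 cells/well · Compound – single test compound dose, 20 µM final, 1% DMSO · Times – compound stimulation 90 min at 25 °C, detection 60 min · Technique – beta-gal luminescence · Read-out basis – APJ–arrestin association signal · Control set – negative DMSO alone, positive Apelin-13 at 10 nM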
Gli-Sufu antag: Gli-Sufu pathway antagonism; Sufu-KO-LIGHT fibroblasts, Gli luciferase reporter luminescence; inhibition, % at 5 µM; 340,000 tested, 0.74% active; AID 588413;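 active means inhibition above about 55%, limit read from the data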;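 further: 0% = DMSO-treated cells and 100% = wells with medium but no cells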
CXCR6 block: blocks human CXCR6 beta-arrestin recruitment; O00574; CHO-K1 PathHunter CXCR6 beta-arrestin, luminescence; inhibition, % at 20 µM; 360,000 tested, 0.36% active; AID 602244; in the data active means inhibition above about 34%, passing the limit was not always enough;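 further: antagonist mode with CXCL16 agonist at 10 nM final; 0% = 10 nM CXCL16 with DMSO and 100% = unstimulated wells without agonist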
Target sequence (O00574 whole entry, looked up): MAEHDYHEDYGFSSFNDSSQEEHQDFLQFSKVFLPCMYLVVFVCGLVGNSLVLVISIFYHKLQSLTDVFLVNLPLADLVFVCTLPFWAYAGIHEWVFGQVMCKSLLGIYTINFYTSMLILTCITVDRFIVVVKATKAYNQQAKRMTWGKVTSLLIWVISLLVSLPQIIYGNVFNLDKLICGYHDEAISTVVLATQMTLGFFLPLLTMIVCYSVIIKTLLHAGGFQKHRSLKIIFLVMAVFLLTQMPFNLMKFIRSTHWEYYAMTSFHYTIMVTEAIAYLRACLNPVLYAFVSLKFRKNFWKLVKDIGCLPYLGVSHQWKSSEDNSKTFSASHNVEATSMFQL
APJ antag: antagonists of human APJ apelin receptor; 330,000 tested, 0.32% active; inhibition, % at 20 µM; P35414; AID 2521; CHO-K1 APJ beta-arrestin complementation, luminescence;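 active means inhibition above about 40% at 20 µM, limit read from the data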;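 further: cells challenged with 10 nM apelin-13 agonist together with compound; plate controls were apelin-13 plus DMSO wells for no effect and DMSO wells lacking apelin-13 for full effect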
CCR6 antagonist: CCR6 (human) receptor antagonism. 340,000 tested, 0.49% active. inhibition, % at 20 µM. CHO-K1 CCR6 PathHunter beta-arrestin, luminescence, CCL20-stimulated;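 active means compounds whose inhibition of the agonist-driven luminescence signal at 20 µM reaches about 50%, limit read from the data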;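 further: cells stimulated with CCL20 at 14 nM final; plate controls were DMSO with CCL20 for no effect and DMSO without agonist for full effect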
ATG4B inhibitor: ATG4B (human) cysteine protease inhibition. inhibition, % at 8.33 µM. Q9Y4P1. ATG4B cleavage of LC3-PLA2, NBD-HPC fluorescence, 1 h. 340,000 tested, 0.51% active. AID 504462; in the data active means inhibition above about 40%
* hit, by the source's call; . = no result given.

SMILES | UBC13 inh | EBI2 block | APJ agonist | Gli-Sufu antag | CXCR6 block | APJ antag | CCR6 antagonist | ATG4B inhibitor
O=C(COc1ncnc2c1cnn2-c1ccccc1)Nc1ccc(S(=O)(=O)N2CCCCC2)cc1 | -5 | 14 | 1 | 6 | -3 | -7 | 7 | -18
COc1cc(C2c3cc4c(cc3OC(NNC(N)=S)C2C)OCO4)cc(OC)c1OC (configuration not stated) | . | -17 | . | 45 | -1 | . | 15 | -1
O=c1c2ccccc2c(-c2ccccc2)nn1-c1cc(Cl)ccc1[N+](=O)[O-] | 2 | 25 | 0 | -1 | 21 | -13 | 15 | -16
CC(C)n1c(/C=C/[C@@H](O)C[C@@H](O)CC(=O)O)c(-c2ccc(F)cc2)c2ccccc21 | 4 | 6 | -2 | -18 | -20 | -10 | 3 | -2
CS(=O)(=O)N1CCC(C(=O)N2CCN(c3ccccc3F)CC2)CC1 | 0 | -11 | -2 | 4 | 1 | -1 | 3 | -3
CCOc1ccc(NC(=O)CSc2nnc(C)n2CC)cc1 | 7 | -2 | -4 | 1 | 0 | -2 | 12 | 1
CCCN(CCC)Cc1c(C(=O)N/N=C/CCc2ccccc2)nnn1-c1nonc1N | -3 | 6 | 4 | -14 | -5 | -11 | 16 | -5
CCOc1ccc(OCc2ccc(C(=O)N3CCCC(C)C3)cc2)cc1 (configuration not stated) | 2 | 21 | -2 | -27 | -4 | 7 | 17 | 38
O=C(OCCSCCOC(=O)C1CC=CCC1)C1CC=CCC1 (configuration not stated) | . | -5 | . | 1 | 0 | . | 15 | 5
CCn1c(O)c(N=NC(=S)NCC2CCCO2)c2ccccc21 (configuration not stated) | 77* | 3 | -6 | 8 | 47* | 27 | 66* | -4
Cc1cc(/C=N/n2cnnc2)c(O)c([N+](=O)[O-])c1 | -57 | 0 | -3 | 0 | 17 | 22 | 31 | 29
CCOC(=O)Cc1csc(NC(=O)CCS(=O)(=O)Cc2ccccc2)n1 | 2 | -2 | 0 | 0 | 0 | 8 | -1 | -7
CC1=C(C(=O)c2ccccc2)C(c2ccc(N3CCOCC3)cc2)NC(=O)N1 (configuration not stated) | -15 | 0 | -1 | 8 | -4 | 3 | 9 | -3
Cc1ccccc1OCC(=O)Nc1ccccc1NC(=O)c1ccco1 | 3 | 6 | -4 | -2 | 6 | -13 | 25 | -2
COc1ccc(-c2noc(C3CCCN(C(=O)c4ccccc4)C3)n2)cc1 (configuration not stated) | 19 | -3 | -2 | -24 | 4 | -1 | 4 | -4

The final 2 records of the section above open the next one:
SMILES | UBC13 inh | EBI2 block | APJ agonist | Gli-Sufu antag | CXCR6 block | APJ antag | CCR6 antagonist | ATG4B inhibitor
Cc1ccccc1OCC(=O)Nc1ccccc1NC(=O)c1ccco1 | 3 | 6 | -4 | -2 | 6 | -13 | 25 | -2
COc1ccc(-c2noc(C3CCCN(C(=O)c4ccccc4)C3)n2)cc1 (configuration not stated) | 19 | -3 | -2 | -24 | 4 | -1 | 4 | -4
CC1=CC(C)(C)Nc2ccc(C)cc21 | 6 | -5 | -5 | -20 | 3 | -1 | 1 | -2
Cc1c(NC(=O)c2ccc(C(C)(C)C)cc2)cccc1[N+](=O)[O-] | 11 | 14 | -1 | -48 | 1 | 9 | 5 | 6
Cc1cccc(NC(=O)CN2C(=O)N/C(=C\c3ccc(N4CCOCC4)cc3)C2=O)c1 | -9 | 5 | -3 | -65 | -6 | 7 | 1 | -3
Cc1nn(-c2ccccc2)c(N2CCCC2)c1/C=N/NC(=O)C1CC1 | -7 | -40 | 0 | 5 | -1 | -10 | 5 | -18
O=C(O)c1cccc(NC(=S)NC(NC(=O)c2cccc([N+](=O)[O-])c2)C(Cl)(Cl)Cl)c1 (configuration not stated) | -12 | 5 | -3 | -5 | 0 | -35 | 11 | -9
CC(C(=O)Nc1cccc([N+](=O)[O-])c1)N1C(=O)NC2(CCCC2)C1=O (configuration not stated) | -3 | -1 | 1 | 19 | 14 | -1 | -7 | -6
Cc1cccc(NC(=S)NCc2ccc3[nH]c4c(c3c2)CCCC4)c1 | 0 | 25 | -1 | -5 | -2 | 5 | 10 | 25
O=C(NC1CCCCC1)N(Cc1nc2ccccc2c(=O)[nH]1)C1CCCCC1 | -2 | -14 | -4 | -11 | 6 | 0 | 15 | 0
O=[N+]([O-])c1ccc(N2CCN(Cc3ccc4c(c3)OCO4)CC2)nc1 | -8 | 1 | -5 | 14 | 2 | -6 | 9 | 7
O=C(NCCS(=O)(=O)N1CCCCC1)c1ccccc1 | 2 | -2 | -1 | -16 | 2 | 9 | 3 | 4
Cc1c(Cl)cccc1NC(=S)N=Nc1c(O)n(CN2CCOCC2)c2ccccc12 | 16 | 5 | -3 | -8 | 26 | 8 | -2 | 6
COc1ccc(/C=C/C(=O)NC(=S)NN2CCCCC2c2cccnc2)cc1OC (configuration not stated) | 0 | -7 | -2 | 2 | -3 | -13 | 23 | -9
O=[N+]([O-])c1ccccc1/C=C/CN1CCCC(CO)C1 (configuration not stated) | 2 | -5 | 0 | 9 | 0 | -7 | 16 | -6
CCc1c(C)nc(SC)n(CC#N)c1=O | -8 | -6 | 7 | -12 | 0 | 10 | -1 | 6
Cc1ccc(C)c(S(=O)(=O)N2CCN(C(=O)CSc3ccccc3F)CC2)c1 | 4 | 22 | -4 | -8 | 7 | -1 | -2 | -7
O=C(CSc1nnc(Cn2c(=O)sc3ccccc32)n1-c1ccccc1)Nc1nccs1 | 6 | 6 | -3 | 8 | 8 | 20 | 1 | 0
O=C(Nc1nnc(-c2ccccc2F)s1)c1ccccc1F | 13 | -3 | -6 | -66 | 8 | 9 | -4 | -3
COc1ccc(C(C)=O)cc1CSc1nc2nc(C)cc(C)n2n1 | -4 | -5 | -1 | . | 12 | -12 | -2 | -1
CCn1c(SCC(=O)N2c3ccccc3CCc3ccccc32)nc2c1c(=O)n(C)c(=O)n2C | 4 | 5 | -4 | 16 | 4 | -20 | 16 | -3
C=CCNc1nc(C2(C)CC3(CC(C)(C)OC3=O)C(=O)O2)cs1 (configuration not stated) | -5 | 6 | 0 | 2 | 2 | 1 | 7 | -7
Cc1ccc(S(=O)(=O)Oc2ccccc2/C=C2/SC(=O)NC2=O)cc1 | -6 | 3 | -5 | 7 | -10 | -5 | 9 | 8
COc1cccc(CC(=O)NCCCSc2ccccc2)c1 | 7 | 1 | -6 | -5 | 11 | -2 | 14 | 6
COC(=O)C(O)(CC(=O)Nc1ccccc1OC)C(F)(F)F (configuration not stated) | -3 | -10 | -3 | 9 | 0 | 5 | 4 | -2
C=CCn1c(SCc2ccccc2F)nc2cc(C(=O)O)ccc2c1=O | 2 | 9 | -5 | 14 | 2 | -1 | 1 | 5
COc1cc(C(=O)N[C@@H](C)C(=O)N2CCC3(CC2)NCCc2[nH]cnc23)cc(OC)c1OC | 12 | 1 | -4 | -15 | 2 | 24 | 11 | -8
CN(CC(=O)Nc1ccc(Cl)c(C(F)(F)F)c1)C(=O)CCCc1nc2ccccc2c(=O)[nH]1 | 18 | 10 | -2 | 6 | -3 | -2 | 11 | -10
c1csc(-c2cn3c(n2)SCC3)c1 | 0 | -8 | 0 | 6 | 6 | 6 | 15 | 8
O=C(CCS(=O)(=O)c1ccc(Br)cc1)NC1CCCCCC1 | -7 | -3 | 11 | 1 | -9 | -8 | -2 | 8
CN(c1ccccc1)S(=O)(=O)c1cccc(C(=O)OCC(=O)NCCCN2CCCC2=O)c1 | 10 | -14 | -2 | -3 | 3 | 10 | 6 | 0
Cc1nc2c(sc(=S)n2Cc2ccco2)c(=O)n1CC(=O)Nc1cc(F)ccc1F | 0 | 11 | 1 | 5 | 1 | 19 | 12 | 0
O=C(c1ccc(Cl)cc1)N(Cc1cccs1)C1CCS(=O)(=O)C1 (configuration not stated) | 15 | 6 | -3 | 2 | 3 | -6 | 7 | 0
O=C(CCCc1c[nH]c2ccccc12)NCc1cccs1 | 0 | 13 | -2 | -6 | -1 | 15 | 3 | 0
Cc1cccc2cc(C#N)c(N3CCOCC3)nc12 | -2 | -13 | -2 | -6 | -5 | 4 | 11 | 2
Cc1c(C(=O)Nc2nnc(C3CC3)s2)oc2ccccc12 | 3 | -19 | -2 | -76 | 0 | 6 | 3 | -1
C=CCOc1ccc(C(c2c(O)nc(SC)[nH]c2=O)c2c(O)nc(SC)[nH]c2=O)cc1 | -1 | 3 | 3 | 0 | -7 | -11 | -5 | -2
S=C1NC(c2ccccc2)=NCN1c1ccccc1 | 1 | -7 | -1 | -14 | 1 | -11 | 6 | -5
Cn1c(=O)oc2cc(S(=O)(=O)N3CCC4(CC3)OCCO4)ccc21 | 4 | 18 | -4 | 4 | -2 | 12 | -25 | -8
Cc1ccc(Oc2nc3ccccn3c(=O)c2/C=C(\C#N)C(=O)NC2CCS(=O)(=O)C2)c(C)c1 (configuration not stated) | -3 | 25 | 5 | 3 | -1 | 7 | 5 | -2
COc1cccc2c(=O)c3ccoc3n(C)c12 | 12 | -10 | 0 | -6 | 7 | 4 | 7 | -3
Cc1ccc(N(CC(=O)N2CC(=O)Nc3ccccc32)S(=O)(=O)c2ccc3c(c2)OCCO3)cc1 | -13 | 5 | -1 | 4 | -3 | 6 | 14 | 9

Structural class, those above containing two or more sulfur atoms
SMILES | UBC13 inh | EBI2 block | APJ agonist | Gli-Sufu antag | CXCR6 block | APJ antag | CCR6 antagonist | ATG4B inhibitor
CCOC(=O)Cc1csc(NC(=O)CCS(=O)(=O)Cc2ccccc2)n1 | 2 | -2 | 0 | 0 | 0 | 8 | -1 | -7
Cc1ccc(C)c(S(=O)(=O)N2CCN(C(=O)CSc3ccccc3F)CC2)c1 | 4 | 22 | -4 | -8 | 7 | -1 | -2 | -7
O=C(CSc1nnc(Cn2c(=O)sc3ccccc32)n1-c1ccccc1)Nc1nccs1 | 6 | 6 | -3 | 8 | 8 | 20 | 1 | 0
Cc1ccc(S(=O)(=O)Oc2ccccc2/C=C2/SC(=O)NC2=O)cc1 | -6 | 3 | -5 | 7 | -10 | -5 | 9 | 8
c1csc(-c2cn3c(n2)SCC3)c1 | 0 | -8 | 0 | 6 | 6 | 6 | 15 | 8
Cc1nc2c(sc(=S)n2Cc2ccco2)c(=O)n1CC(=O)Nc1cc(F)ccc1F | 0 | 11 | 1 | 5 | 1 | 19 | 12 | 0
O=C(c1ccc(Cl)cc1)N(Cc1cccs1)C1CCS(=O)(=O)C1 (configuration not stated) | 15 | 6 | -3 | 2 | 3 | -6 | 7 | 0
C=CCOc1ccc(C(c2c(O)nc(SC)[nH]c2=O)c2c(O)nc(SC)[nH]c2=O)cc1 | -1 | 3 | 3 | 0 | -7 | -11 | -5 | -2
